FLuc inh counter: firefly luciferase enzyme inhibitors, primary screen, artefact control for luciferase-based inhibitor screens, biochemical, luminescence, ATPLite; 200,000 tested, 1.5% active; inhibition, % at 10 µM; 10 min; Luciferin 4-monooxygenase (Photinus pyralis), P08659; AID 1006, 2008;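 active means inhibition above about 50% when tested at 10 µM, limit read from the data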
Target sequence (P08659 whole entry, looked up): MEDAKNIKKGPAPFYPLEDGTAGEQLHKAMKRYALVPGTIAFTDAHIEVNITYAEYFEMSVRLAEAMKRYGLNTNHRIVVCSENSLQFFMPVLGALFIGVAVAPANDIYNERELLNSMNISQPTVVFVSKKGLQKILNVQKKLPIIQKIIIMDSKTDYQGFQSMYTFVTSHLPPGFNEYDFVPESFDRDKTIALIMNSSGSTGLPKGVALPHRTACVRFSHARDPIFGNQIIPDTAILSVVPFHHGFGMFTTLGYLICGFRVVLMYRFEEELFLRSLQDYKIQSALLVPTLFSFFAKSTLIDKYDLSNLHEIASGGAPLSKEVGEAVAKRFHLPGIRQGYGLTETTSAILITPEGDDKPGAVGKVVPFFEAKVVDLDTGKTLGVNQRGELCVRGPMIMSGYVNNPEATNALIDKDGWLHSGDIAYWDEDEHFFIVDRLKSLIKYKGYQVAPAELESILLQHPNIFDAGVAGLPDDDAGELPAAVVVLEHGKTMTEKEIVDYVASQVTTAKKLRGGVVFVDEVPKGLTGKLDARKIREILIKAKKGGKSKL
TNAP act hiacc: TNAP activators at high phosphate acceptor level, primary screen, biochemical, luminescence, uHTS; Alkaline phosphatase, tissue-nonspecific isozyme (Homo sapiens), P05186; purified TNAP, CDP-star luminescence, 1 M DEA, 30 min; hits give high values; 0 = EDTA background, 1 = DMSO-only activity; activation factor at 20 µM; 200,000 tested, under 10 active;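 active means activation factor at least 2 at 20 µM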
Target sequence (P05186 whole entry, looked up): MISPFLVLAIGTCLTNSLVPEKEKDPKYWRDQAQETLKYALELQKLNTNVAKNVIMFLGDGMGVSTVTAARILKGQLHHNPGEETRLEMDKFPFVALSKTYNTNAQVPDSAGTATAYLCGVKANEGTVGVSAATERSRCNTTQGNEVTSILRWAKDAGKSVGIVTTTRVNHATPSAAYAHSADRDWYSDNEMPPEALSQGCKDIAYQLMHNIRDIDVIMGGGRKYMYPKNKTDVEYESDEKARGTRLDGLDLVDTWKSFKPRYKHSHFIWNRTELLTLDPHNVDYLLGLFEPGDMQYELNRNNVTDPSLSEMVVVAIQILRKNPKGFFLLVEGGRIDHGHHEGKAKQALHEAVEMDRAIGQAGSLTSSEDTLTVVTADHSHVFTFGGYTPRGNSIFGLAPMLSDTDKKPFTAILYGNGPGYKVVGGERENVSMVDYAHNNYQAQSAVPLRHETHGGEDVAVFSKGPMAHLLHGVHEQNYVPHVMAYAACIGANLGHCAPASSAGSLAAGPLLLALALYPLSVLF
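Dosing: 20 µM single point. System: human TNAP. Amount: TNAP 1/800 final. Incubation: 30 min, room temperature. Read-out: TNAP activation factor scaled between EDTA and DMSO control wells. Signal: luminescence from CDP-star hydrolysis. Medium: 1 M DEA, pH 9.8, Mg2+, Zn2+. Control set: EDTA negative control, DMSO positive control.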
APP 5'UTR act: activators of APP 5'UTR luciferase reporter, primary screen, SH-SY5Y cells | SH-SY5Y APP 5'UTR luciferase reporter, luminescence; zero percent = DMSO vehicle wells | 190,000 tested, 1% active | AID 1276, 2008 | activation, % at 2 µM;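 active means activation above a set limit, based on mean plus 3 SD of controls, cut at about 140% in these data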; further: values of inactives mirror those of a sister screen read the other way
FLuc stim CS: FLuc activators, initial screening, artefact control for FLuc-dependent activation tests, biochemical, ATPlite luminescence; Luciferin 4-monooxygenase (Photinus pyralis), P08659; ATPlite luciferase biochemical, 10 min; 0 = ATP-free wells, 1 = DMSO control; activation factor at 10 µM; 200,000 tested, under 10 active;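 active means luciferase activation factor, scaled between plate controls, of at least 2 with compound at 10 µM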
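Assay system – cell-free luciferase reagent · Medium – PBS-based ATP solution · Dosing – test compounds dosed from 2 mM stocks in 100% DMSO · Timing – 10 min, room temperature · Technique – light output (luminescence) · Measure – luminescence gain marking luciferase activators · Controls – No-ATP low control, compound-free enzyme-plus-ATP high control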
PMI act hi M6P: human PMI activators, high substrate, primary screen, biochemical, fluorescence intensity, near-saturating mannose 6-phosphate | Mannose-6-phosphate isomerase (Homo sapiens), P34949 | AID 1216, 2008 | activation factor at 20 µM | coupled PMI enzyme assay, resazurin fluorescence, 20 min; hits give high values; 1 = untreated enzyme, 0 = substrate-free blank | 190,000 tested, 0.34% active;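 active means activation factor of 2 or more at 20 µM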
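Material: human phosphomannose isomerase with PGI, G6PDH, diaphorase coupling enzymes; amount: PMI at 15 ng/mL final; also added: Mannose-6-phosphate 1.0 mM (near-saturating) plus 0.22 mM NADP+; incubation: enzyme reaction with compound 20 min at room temperature; signal: resorufin fluorescence (Ex 544/Em 590 nm) from resazurin via diaphorase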
NF-kB neuron act: activators of NF-kB expression in neurons, primary screen, cell-based, HTS; human neuronal cells, NF-kB reporter expression; hits give high values; fold change at 12.5 µM; 190,000 tested, 1.6% active; AID 1239, 2008; in the data active means fold change above about 3.3
TNAP inh noacc: human TNAP enzyme inhibitors, primary screen, biochemical, luminescent, no phosphate acceptor, uHTS | Alkaline phosphatase, tissue-nonspecific isozyme (Homo sapiens), P05186 | purified TNAP, CDP-star luminescence, 30 min | inhibition, % at 20 µM | 200,000 tested, 0.26% active | AID 1012, 2008;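 active means tissue-nonspecific alkaline phosphatase inhibition above about 50% at 20 µM in the single-dose screen, limit read from the data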;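 further: 0% = DMSO negative control and 100% = EDTA positive control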
TNAP inh hiacc: human TNAP enzyme inhibitors, primary screen, biochemical, luminescent, high phosphate acceptor level, uHTS; 200,000 tested, 0.03% active; inhibition, % at 20 µM; Alkaline phosphatase, tissue-nonspecific isozyme (Homo sapiens), P05186; purified TNAP, CDP-star luminescence, 1 M DEA;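 active means over 50% inhibition of tissue-nonspecific alkaline phosphatase at 20 µM in the single-dose screen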;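 further: plate controls were DMSO wells for no effect and EDTA-quenched wells as full inhibition for full effect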
PMI act: activators of human PMI, primary screen, biochemical, fluorescence intensity, near-Km mannose 6-phosphate | Mannose-6-phosphate isomerase (Homo sapiens), P34949 | purified human PMI, coupled resazurin fluorescence, 20 min; hits give high values; 1 = vehicle control, 0 substrate-free wells | activation factor at 20 µM | 190,000 tested, 0.005% active | AID 1214, 2008;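 active means activation factor of 2 or more at 20 µM, relative to plate controls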
bIAP activator: bovine intestinal alkaline phosphatase activators, primary screen, biochemical, bovine IAP, CDP-star luminescence; 200,000 tested, 0.17% active; purified bovine IAP, 30 min; hits give high values; fold of DMSO-control signal, blank-subtracted; alkaline phosphatase, intestinal [Bos taurus]; activation factor at 20 µM;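 active means activation factor of 2 or more at 20 µM, a signal rise over negative controls twice the positive control's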
An asterisk follows results filed as active; nt = no result given; & = joins results of further samples. Outcome played no part in choosing rows; any-hit rate near 3.6%.

SMILES	FLuc inh counter	TNAP act hiacc	APP 5'UTR act	FLuc stim CS	PMI act hi M6P	NF-kB neuron act	TNAP inh noacc	TNAP inh hiacc	PMI act	bIAP activator
CC(=O)Nc1ccc(NC(=O)CSc2nnc(C)c(=O)[nH]2)cc1	-1	0.9	-7	1	1	1.2	-6	6	1	1
O=C1c2ccccc2C(=O)N1CCCCN(C(=O)c1cc([N+](=O)[O-])cc([N+](=O)[O-])c1)c1ccc(Cl)cc1	-5	1	18	1.1	0.9	0.85	24	-1	0.8	0.8
COc1ccc(Br)cc1C(=O)Nc1cccc(C)c1C	-5	1.1	2	1.1	1	1.3	-9	-7	1	1.1
O=C(Cn1c(N2CCN(c3ccccc3)CC2)nc2ccccc21)c1ccccc1	-3	1	2	1	0.8	0.98	-1	0	0.8	0.9
O=C(NCc1ccco1)c1cccc(N2CCCC2=O)c1	-2	0.9	6	1	1	1.2	-13	7	1	1
COc1cccc2c1OCC(CN1CCN(CCC(C)C)C(CCO)C1)=C2 (stereo not given)	-9	1.1	-19	1.1	1	0.95	-6	-5	1	1
Cc1sc2nc(CSc3ccccc3)nc(N3CCC(C(N)=O)CC3)c2c1C	-4	1	2	1	0.9	0.69	-4	0	0.9	1
O=C(NNC(=O)c1ccccc1-n1cccc1)c1ccc(Cl)cc1	0	1	0	1	1.1	1	-7	-2	1.1	1.1
O=C(CN1CCN(CC(=O)Nc2ccccn2)CC1)Nc1ccccn1	-8	1	12	1.1	1.1	1.3	-4	-3	1	1.1
Cc1ccc2nc(SCC(=O)Nc3cc(C(F)(F)F)ccc3N3CCOCC3)[nH]c2c1	-3	1	-94	1	1	3.6*	-5	2	0.9	0.9

Next section; the last 3 above are carried over.
SMILES	FLuc inh counter	TNAP act hiacc	APP 5'UTR act	FLuc stim CS	PMI act hi M6P	NF-kB neuron act	TNAP inh noacc	TNAP inh hiacc	PMI act	bIAP activator
O=C(NNC(=O)c1ccccc1-n1cccc1)c1ccc(Cl)cc1	0	1	0	1	1.1	1	-7	-2	1.1	1.1
O=C(CN1CCN(CC(=O)Nc2ccccn2)CC1)Nc1ccccn1	-8	1	12	1.1	1.1	1.3	-4	-3	1	1.1
Cc1ccc2nc(SCC(=O)Nc3cc(C(F)(F)F)ccc3N3CCOCC3)[nH]c2c1	-3	1	-94	1	1	3.6*	-5	2	0.9	0.9
CCCCCCCCOC(=O)C(NC(=O)CCC(=O)Nc1ccc(S(N)(=O)=O)cc1)C(O)c1ccccc1 (stereo not given)	-4	1	-11	1	1.1	1.3	-14	-4	1	0.2
CCc1ccc(Oc2cc(Cl)nc(N)n2)cc1	2	1	7	1	0.8	1.1	-12	-2	0.8	0.8
Cc1[nH]n(-c2ccc([N+](=O)[O-])cc2)c(=O)c1/C=N/N1CCOCC1	10	1	-3	0.9	1.1	1.1	0	1	1.2	1.1
O=C(CN(CCc1ccccc1)S(=O)(=O)c1ccc(Br)cc1)N/N=C/c1ccccc1C(=O)O	-3	1	11	1	1.1	0.98	2	3	1.1	1.1
CCN1C(=O)c2cccc3c(NC(=O)C4CCCCC4)ccc1c23	-1	1	-8	1	0.9	0.64	-12	-5	1	0.9
C=C(C)c1cccc(C(C)(C)NC(=O)NC2CC(C)(C)NC(C)(C)C2)c1	-7	1	1	1.1	1.1	1.1	-12	-4	1	1.4
COc1ccc(/C=N/Nc2cc(OC)ncn2)cc1	83*	1	203*	0.2	0.9	6.8*	-8	0	0.9	0.9
C=CCN1C(=O)C(CC(=O)O)SC1=Nc1ccc(N=Nc2ccccc2)cc1 (stereo not given)	1	1	2	1	1.1	1.1	1	5	1.2	0.9
CC(C)(C)C(=O)[C@@H]1[C@@H]2C(=O)N(c3ccc4c(c3)OCCO4)C(=O)[C@@H]2C2c3ccccc3C=CN21 (stereo not given in full)	-1	1	-1	1	0.9	1.4	-5	2	1.1	1
C=C(C)CNC(=S)/N=c1\scc(C)n1CC	-3	1	4	1	1.1	1.1	2	-4	1	1
COc1ccc(S(=O)(=O)N(C)CC(=O)Nc2ccccc2OC)cc1	-8	1	4	1.1	1.1	1	-8	-2	1	0.8
COc1cccc(N=c2oc3c(C)ncc(CO)c3cc2C(=O)Nc2ccccc2OC)c1	-6	1	7	1.1	1	1.3	-10	-2	1	0.9
CCCCCCC(=O)N/N=C/c1ccco1	-8	1	16	1.1	1.1	0.95	-4	-5	1	0.8
COC(=O)c1sccc1NC(=O)CSc1nnnn1-c1ccccc1C	-7	1	nt	1.1	1	1.1	-16	-2	1	1
O=C(COc1nncc2ccccc12)Nc1c(F)c(F)c(F)c(F)c1F	-9	1	11	1.1	1	1.2	9	-4	1.1	1.2
CC(C)(C)NC(=O)CSc1nnnn1C(C)(C)C	-2	1	0	1	1	1.2	-6	1	1	1
O=[N+]([O-])c1cc(S(=O)(=O)NC2=NCCCCC2)ccc1NCC1CCCCC1	-5	0.9	2	1.1	1	0.75	-11	7	0.9	0.9
Cc1ccc(Nc2ccc(C(N)=O)cc2[N+](=O)[O-])cc1	4	0.9	2	1	1.1	1.3	8	9	1	0.4
COc1ccccc1C(=O)C1CCCN(Cc2ccc(Oc3ncccn3)cc2)C1 (stereo not given)	-6	1.1	10	1.1	1.1	1.1	-14	-6	1	1
CN(C(=O)c1ccc(OC2CCN(CCc3ccccc3)CC2)cc1)C1CCOC1 (stereo not given)	-7	1	-10	1.1	1.1	1	-4	-2	1	1

Structural class: the compounds so far containing a thiophene ring, fused or not (two)
SMILES	FLuc inh counter	TNAP act hiacc	APP 5'UTR act	FLuc stim CS	PMI act hi M6P	NF-kB neuron act	TNAP inh noacc	TNAP inh hiacc	PMI act	bIAP activator
Cc1sc2nc(CSc3ccccc3)nc(N3CCC(C(N)=O)CC3)c2c1C	-4	1	2	1	0.9	0.69	-4	0	0.9	1
COC(=O)c1sccc1NC(=O)CSc1nnnn1-c1ccccc1C	-7	1	nt	1.1	1	1.1	-16	-2	1	1

The results go on:
SMILES	FLuc inh counter	TNAP act hiacc	APP 5'UTR act	FLuc stim CS	PMI act hi M6P	NF-kB neuron act	TNAP inh noacc	TNAP inh hiacc	PMI act	bIAP activator
COCC(=O)N1CCCc2ccccc21	0	1	-9	1	0.9	1.1	-13	-2	0.9	0.9
O=C(O)CCc1ccc(-c2ccc(Cl)cc2)n1Cc1ccco1	-4	1	-3	1	0.9	1.1	-9	-1	0.9	0.9
CCOCCCN(C(=O)c1ccco1)C(C(=O)NC1CCCC1)c1cccc(OC)c1OC (stereo not given)	-4	1	-10	1	0.8	1.1	-6	-2	0.9	1
COc1ccc(-c2[nH]ncc2N=Nc2cc(C)cc(C)c2)cc1	-3	0.9	-3	1	0.9	1.1	-55	6	0.9	1.1
CCOC(=O)c1[nH]c(C)c(C(=O)NC2CCCC2)c1C	-6	1	5	1.1	0.9	1.2	-6	-5	1	0.9
Cc1cc(=O)oc2cc(Oc3ncccn3)ccc12	-6	1	1	1.1	1	1.1	-17	-4	0.9	0.9
COc1ccc(CCn2c(C)c(C(C)=O)c3cc(OC(=O)c4ccco4)ccc32)cc1OC	-8	1.1	4	1.1	1	1.1	-10	-5	1	1
Cc1ccc(C(=O)CSc2nnc(-c3ccco3)o2)o1	-2	1	6	1	1	1.3	-6	3	0.9	0.9
O=C(CSc1nc2[nH]ncc2c(=O)[nH]1)NCc1ccccc1	-4	1	-5	1	1.1	1.4	-16	-4	1	1.1
COc1cccc(Nc2nc3ccccc3n3nnnc23)c1	-3	1.1	14	1	1	0.47	-11	-6	0.9	0.8
O=C(NNC1=NC2(CCCC2)Cc2ccccc21)c1cccnc1	-7	1	2	1.1	1	1.1	-12	-4	1	1.1
Cc1ccc(CSc2nnc(CC(=O)Nc3ccc(C)cc3)n2C)cc1	-6	1.1	-4	1.1	1.1	1	-11	-6	1	1.1
COc1ccc(/C(N)=N/OC(=O)c2ccco2)cc1	68*	1	182*	0.3	1	0.96	-1	1	1	1
CCc1cc2c(SCC(=O)NC(=O)c3cccn3C)ncnc2s1	-10	1	6	1.1	0.8	0.91	-4	-4	1	1.1
CC(=O)Oc1ccc2c(=O)c(-c3nc4ccccc4s3)coc2c1	80*	1	196*	0.2	1	2.9	-3	0	1	1.1
CC1(C)CC(=O)c2c(noc2-c2ccccc2)C1	0	1.1	8	1	0.9	1.2	-17	-5	0.8	0.9
Cc1noc(C)c1COc1ccc(C(=O)OCC(=O)Nc2c(C)n(C)n(-c3ccccc3)c2=O)cc1	-6	1.1	5	1.1	0.9	1.1	-13	-6	1	0.8
C=CCN1C(=O)/C(=C2/Sc3ccccc3N2C)SC1=Nc1c(C)n[nH]c1C	-1	1	15	1	0.8	1.1	-18	-4	0.8	1
CC1CN(c2ncnc3c2c(-c2ccccc2)cn3-c2ccc(F)cc2)CC(C)O1 (stereo not given)	-5	1.1	14	1	0.9	0.47	-14	-6	1	1.1
COc1ccc2c(c1)CCc1c(C(=O)NCc3ccc(F)cc3)noc1-2	-4	1	-12	1	0.9	1.2	-4	-2	0.9	0.9
Cn1cc2c(=O)n(/N=C/c3ccccc3)cnc2n1	-8	1.1	-1	1.1	1.1	1.3	-1	-5	1	1
CNc1ccccc1C(C)(C)c1cc(-c2cccc([N+](=O)[O-])c2)no1	-7	1	25	1.1	0.7	1.3	-6	-4	0.9	1
Cc1csc(NC(=O)Nc2ccc(Cl)cc2)n1	4	1	58	1	1	1.7	-10	-4	0.9	1
CCc1ccccc1NC(=O)c1cnccn1	-8	1	-6	1.1	1	1.1	-8	0	1.1	0.9
O=S(=O)(NCCN1CCCC1)c1cccc2cccnc12	-7	1.1	17	1.1	0.9	0.96	-11	-7	0.9	1
O=C(COC(=O)C1CC(=O)N(Cc2ccccc2)C1)c1ccc(F)cc1 (stereo not given)	-7	1	57	1.1	1.1	1	-8	-2	1.1	1
COc1cccc(/C(O)=C2/C(=O)C(=O)N(c3cc(C)on3)C2c2cccs2)c1 (stereo not given)	-8	1	25	1.1	1.3	1.6	-8	-3	1.1	1
COC(=O)c1cc(O)c(OCc2ccccc2)c(O)c1	-3	1	4	1	0.9	1.6	-6	2	0.9	1
c1ccc(-c2ccc(C(c3ccccc3)n3ccnc3)cc2)cc1 (stereo not given)	0&-2	1&1.3	4	1&1	1.1&0.9	0.84	-74	-2&-26	1&0.8	1&0.9
Cc1ccc(OCC(=O)NN2C(=O)c3ccccc3C2=O)cc1	-5	1.1	13	1.1	1	1.1	-21	-6	1	1.1
